DDE Tn6 FP inh: inhibitors of Tn6 peptide binding to fibrin DD(E), primary screen, biochemical, fluorescence polarization, human fibrin, Tn6 probe | Fibrinogen beta chain (Homo sapiens), P02675 | Fibrin DD(E) TRITC-Tn6 fluorescence polarization displacement | inhibition, % at 8.3 µM | 370,000 compounds, 0.21% hits;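 active = inhibition above a per-campaign cutoff: mean of compounds within control limits plus 3 SD, cut at about 15% in these data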;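 note: 0% = median of all compound wells on the plate and 100% = blocking peptide control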
LEDGF integ inh: blockers of LEDGF/p75-dependent integrase strand transfer – biochemical, TR-FRET, high throughput, primary screen | TR-FRET IN-LEDGF/p75 DNA integration, Eu/Cy5 | inhibition, % at 3.7 µM | 370,000 compounds, 0.64% hits;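 active = inhibition above the screen-wide mean plus 3 SD, cut at about 13% in these data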;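 note: signal is the Cy5 over europium emission ratio at 671 and 618 nm; 0% = plate median of compound wells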
UHRF1 binding: UHRF1 methylated DNA binding inhibitors, primary screen, counter-screen for MBD2 inhibitor project, biochemical, TR-FRET, human UHRF1, single concentration; UHRF1 binding to methylated oligo; AID 687016, 2013; inhibition, % at 4.4 µM; 370,000 compounds, 0.75% hits; in the data active = inhibition above about 21%;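 note: UHRF1 SRA domain binding a hemimethylated CpG hairpin DNA probe; 0% = median of test compound wells and 100% = reference inhibitor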
SIAE inh: human SIAE inhibitors, primary screen, biochemical, fluorescence polarization, FP-Rh probe, 1536-well HTS; Sialate O-acetylesterase (Homo sapiens), Q9HAT2; SIAE FP-Rh probe binding; inhibition, % at 9.66 µM; 370,000 compounds, 0.69% hits;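 active = inhibition above a cutoff: mean of compounds within the control limits plus 3 SD of those, cut at about 17% in these data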;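 note: 0% = plate median of compound wells and 100% = probe without SIAE protein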
KLK7 zymogen act: proKLK7 zymogen activators, primary screen, biochemical, fluorescence intensity. purified proKLK7, EDANS-DABCYL substrate fluorescence; 100% is mature enzyme control, 0% vehicle. activation, % at 7 µM. 370,000 compounds, 0.9% hits. AID 652039, 2013;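 active = activation above the mean of all tested compounds plus 3 SD, computed per campaign excluding outliers beyond control limits, cut at about 13% in these data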
Target sequence (P49862 whole entry, looked up): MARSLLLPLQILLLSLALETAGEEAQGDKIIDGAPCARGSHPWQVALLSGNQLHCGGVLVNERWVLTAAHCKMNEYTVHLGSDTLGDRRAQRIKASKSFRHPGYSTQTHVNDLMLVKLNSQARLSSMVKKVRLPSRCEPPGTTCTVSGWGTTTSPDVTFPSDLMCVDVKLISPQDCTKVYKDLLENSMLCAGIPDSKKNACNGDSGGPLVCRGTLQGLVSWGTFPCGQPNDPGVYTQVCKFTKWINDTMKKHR
DDE Tn7 FP inh: inhibitors of Tn7 peptide binding to fibrin DD(E), primary screen, biochemical, fluorescence polarization, human fibrin, Tn7 probe; Fibrinogen beta chain (Homo sapiens), P02675; FP displacement of FITC-Tn7 peptide from fibrin DD(E); 0% = median of compound wells per plate; inhibition, % at 8.3 µM; 370,000 compounds, 0.13% hits; AID 720508, 2013;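 active = inhibition above the mean of compounds falling within the control limits plus 3 SD of them, cut at about 14% in these data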;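 note: 0% = plate median of compound wells and 100% = 10 µM Aha-Tn7 peptide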
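Test system: human clot-derived fibrin DD(E) complex / Quantity: 2 µM final DD(E) protein / Incubation: 10 min plus 3 h, room temperature / Measured by: fluorescence polarization / Benchmarks: high control of 10 µM Aha-Tn7 peptide / Replicates: singlicate testing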
MBD2 DNA inh: inhibitors of MBD2 binding to methylated DNA, primary screen, biochemical, TR-FRET, DNA-binding domain, human | Methyl-CpG-binding domain protein 2 (Homo sapiens), Q9UBB5 | MBD2 binding to methylated oligonucleotide | inhibition, % at 4.4 µM | 370,000 compounds, 0.31% hits | AID 686964, 2013; in the data active = inhibition above about 13%
Target sequence (Q9UBB5 whole entry, looked up, the tested form may be a part): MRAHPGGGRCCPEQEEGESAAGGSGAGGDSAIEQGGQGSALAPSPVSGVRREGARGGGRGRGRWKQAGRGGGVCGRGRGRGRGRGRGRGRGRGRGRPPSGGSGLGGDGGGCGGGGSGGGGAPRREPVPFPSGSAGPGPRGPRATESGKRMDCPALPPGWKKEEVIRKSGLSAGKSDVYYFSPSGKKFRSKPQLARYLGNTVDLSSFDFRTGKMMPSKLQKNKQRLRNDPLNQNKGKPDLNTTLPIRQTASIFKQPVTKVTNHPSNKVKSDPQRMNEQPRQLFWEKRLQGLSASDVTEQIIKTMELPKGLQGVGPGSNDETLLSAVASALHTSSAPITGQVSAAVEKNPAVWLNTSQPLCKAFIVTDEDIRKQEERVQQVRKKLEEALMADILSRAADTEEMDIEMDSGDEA
TDP2 inh: human TDP2 enzyme inhibitors, primary screen, biochemical, epi absorbance, recombinant enzyme | Tyrosyl-DNA phosphodiesterase 2 (Homo sapiens), O95551 | T5PNP hydrolysis, p-nitrophenol absorbance 415 nm | inhibition, % at 12.8 µM | 370,000 compounds, 0.34% hits;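 active = inhibition above the mean of all tested compounds plus 3 SD, set per campaign, cut at about 25% in these data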;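 note: 0% = DMSO with enzyme and 100% = buffer with substrate but no TDP2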
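System – recombinant human TDP2 · Quantity – TDP2 enzyme at 120 nM final · Doses – single concentration, 12.8 µM nominal, with 1% DMSO · Incubation – 2 h at 37 °C · Measured by – epi absorbance of p-nitrophenol freed from T5PNP by hydrolysis · Read-out – % inhibition relative to enzyme-containing and enzyme-free wells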
TCR CD3 inh: inhibitors of human TCR-CD3 interaction, primary screen, biochemical, fluorescence, TAMRA-labeled TCR probe | T-cell receptor (TCR) | inhibition, % at 9.4 µM | 360,000 compounds, 0.37% hits | AID 651800, 2012; in the data active = inhibition above about 19%;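 note: recombinant mutant TCR 2C K166C tagged with TAMRA read by polarization; 0% = receptor in buffer alone and 100% = receptor with positive control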
PRMT1 FP inh: PRMT1 methyltransferase inhibitors, primary screen, biochemical, fluorescence polarization; Protein arginine N-methyltransferase 1 (Homo sapiens), Q99873; AID 652257, 2013; inhibition, % at 2.79 µM; 370,000 compounds, 1.3% hits; recombinant PRMT1, activity-based probe fluorescence polarization;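 active = inhibition above about 21% made by adding two undisclosed values, limit read from the data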
Target sequence (Q99873 whole entry, looked up): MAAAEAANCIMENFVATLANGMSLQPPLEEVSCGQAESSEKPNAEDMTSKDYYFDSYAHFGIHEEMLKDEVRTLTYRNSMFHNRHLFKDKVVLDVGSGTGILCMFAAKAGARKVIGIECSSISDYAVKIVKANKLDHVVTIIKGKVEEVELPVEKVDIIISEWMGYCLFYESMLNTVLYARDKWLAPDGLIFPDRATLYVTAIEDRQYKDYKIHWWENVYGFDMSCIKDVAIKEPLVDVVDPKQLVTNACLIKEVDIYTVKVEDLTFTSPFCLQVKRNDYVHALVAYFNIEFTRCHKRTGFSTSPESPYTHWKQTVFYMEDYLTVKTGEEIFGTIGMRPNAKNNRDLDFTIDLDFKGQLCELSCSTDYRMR
Starred values were filed as active, the others as inactive; . = not tested or not shown.

SMILES	DDE Tn6 FP inh	LEDGF integ inh	UHRF1 binding	SIAE inh	KLK7 zymogen act	DDE Tn7 FP inh	MBD2 DNA inh	TDP2 inh	TCR CD3 inh	PRMT1 FP inh
COc1ccccc1CNC(=O)C1CCN(c2ncnc3c2nc2n3CCCCC2)CC1	-4.0	-2.5	0.9	-1.6	-0.1	7.1	3.1	1.7	0.9	-0.3
CCN(CC)CCOc1ncnc2c1oc1ccccc12	0.8	-1.9	-23.6	-5.8	0.8	3.8	-5.3	-3.0	12.2	-5.1
CC(NC(=O)c1ccc(CS(=O)(=O)c2cccc(C(F)(F)F)c2)o1)c1ccc2c(c1)OCCO2 (stereo not drawn)	-6.2	-4.5	41.5*	-0.3	-0.6	2.9	2.3	-10.3	-5.3	1.0
CCOc1nc(-c2ccc(Cl)cc2Cl)ccc1C#N	-3.9	-2.4	0.4	-14.0	0.6	7.0	3.0	-6.7	2.1	-2.4
CC(=O)c1cccc(NC(=O)C=C(C)C)c1	1.1	-4.9	3.9	-1.3	0.0	-2.2	2.0	4.0	-8.2	0.4
CC(=O)/C=C\c1cn(-c2ncc(C(F)(F)F)cc2Cl)c2ccccc12	5.5	-4.5	2.7	-3.2	-1.6	1.3	-0.7	2.6	5.1	-2.3
Cc1ccc2c(C)ccc(O)c2n1	7.0	6.9	3.0	10.2	-0.8	-4.2	-2.4	-1.0	4.5	-1.0
Cc1nc2scc(C)n2c(=O)c1S(=O)(=O)Nc1ccc(N2CCOCC2)c(Cl)c1	2.5	3.6	-0.5	0.0	0.2	2.9	1.5	6.8	5.7	-2.5
O=C(Cn1c(=O)c2sccc2n(Cc2ccc([N+](=O)[O-])cc2)c1=O)NCCc1ccccc1	8.8	-2.0	-1.7	-7.0	-0.4	-3.4	-1.8	-3.6	0.2	-0.9
CCCCN(C)C(=O)CNC(=O)c1nn(-c2ccc(OC)cc2OC)c(=O)c2ccccc12	0.5	-0.3	3.0	0.0	0.5	-0.6	1.3	-10.7	2.9	-1.5
Cc1ccc(-c2cc(C(=O)N3CCCc4ccccc43)c3ccccc3n2)cc1	-4.4	-2.9	5.2	-4.9	0.2	5.2	-0.7	1.7	-6.5	-0.8
Cc1ccc(C(=O)N(C)CC(=O)Nc2cccc(F)c2)cc1S(=O)(=O)N1CCCCC1	-1.3	-3.7	0.3	-1.1	0.7	-0.3	-1.2	4.0	-6.2	-2.6
Cc1sc2nc(SCC(=O)N3CC(C)OC(C)C3)n(C)c(=O)c2c1C (stereo not drawn)	-1.7	5.6	1.6	4.4	0.7	-6.2	2.5	-5.2	-5.2	3.4
O=C(COC(=O)c1cccnc1Cl)Nc1cc(S(=O)(=O)N2CCCCCC2)ccc1Cl	-11.0	-2.5	1.1	-7.8	0.5	3.2	-4.3	2.5	4.3	3.3
COc1ccc(NC(=O)c2cc(C(C)C)on2)cc1OC	-1.5	-1.7	7.2	-1.5	0.0	7.3	1.0	7.5	-0.6	0.0
Cn1c(SCc2cc([N+](=O)[O-])cc3c2OCOC3)nnc1-c1ccccn1	1.5	6.0	6.7	2.7	-0.1	-9.0	9.1	-10.6	-13.5	-0.6
COc1ccccc1-n1nnnc1S(=O)(=O)Cc1ccc(Cl)cc1	4.4	2.8	-1.1	-2.1	-0.1	0.8	6.0	5.4	3.2	3.0
Cc1cccn2c(=O)c3cc(C(=O)NC4CCCC4)sc3nc12	-4.0	0.3	-3.6	-2.8	3.5	-6.1	-4.8	-0.6	4.6	-0.5
COc1ccc([N+](=O)[O-])cc1NC(=O)N(C)Cc1ccco1	5.3	-2.1	2.1	-3.5	-0.2	1.5	0.4	-6.9	7.2	3.1
O=C(CCl)Nc1ccc(N=Nc2ccccc2)cc1	-0.2	1.9	-1.3	2.5	-0.5	-1.4	-0.1	-5.1	10.3	1.5
CCCCc1nc(NCc2ccccc2)c(C#N)c2c1CCCC2	2.7	-3.1	0.9	-3.9	0.0	9.3	1.5	3.7	-4.7	3.0
COc1ccc(C(=O)O[C@@H]2CCC[C@@]3(C(=O)N(Cc4ccccc4)c4ccccc43)[C@H]2NC(=O)CCc2ccccc2)cc1OC	-11.6	-0.3	-1.6	-11.5	-0.5	-1.6	-1.6	6.8	.	-3.5
Cc1ccc(N(CC(N)=O)C2SC(=O)N(Cc3ccccc3)C2=O)cc1 (stereo not drawn)	8.3	-0.6	2.6	-1.8	0.9	-4.5	-4.9	-1.3	2.5	-1.8
CCCCc1c(C)nc(Nc2ccc(OC)cc2)[nH]c1=O	3.0	-2.6	-2.1	-8.5	-0.6	-1.5	-0.7	-2.9	-8.1	0.9
O=C(c1ccccc1)N1CCN(c2ccc(NCc3ccc4c(c3)OCO4)cc2)CC1	-1.5	2.2	-1.0	0.4	-0.8	-7.3	-8.3	0.4	0.6	1.5
C=CCN1CC(=O)N2Cc3[nH]c4ccccc4c3C[C@H]2C1=O	9.3	7.7	-2.8	12.9	1.0	1.7	-1.8	-11.4	2.7	-1.3
Cc1ccc(NC(NC(=O)c2ccccn2)C(Cl)(Cl)Cl)cc1 (stereo not drawn)	-2.4	7.0	1.4	-2.2	0.0	-3.4	0.5	-10.1	4.6	-0.7
Fc1ccc(-c2csc(=S)[nH]2)cc1	1.1	-7.7	0.4	1.9	0.0	2.6	-0.7	-2.0	5.9	22.4*
COC(=O)C1CCN(C(=O)NC(C)(C)C)CC1	-12.5	-5.4	4.8	4.5	-1.0	5.9	0.4	-9.8	2.0	0.8
C=CCc1cccc(OC)c1OCCOCCNCCO	-3.8	0.9	-1.1	4.2	-0.5	-4.9	-1.9	7.0	7.6	-0.2
O=C(NC1CCN(C(=O)C2CCCCC2)CC1)c1ccccc1	4.8	-2.1	1.9	-4.6	-0.4	4.9	-0.1	7.4	0.5	3.4
COc1ccc(-n2nc3c(c2NC(=O)COc2cccc(OC)c2)CS(=O)(=O)C3)cc1	-13.6	2.9	1.1	6.9	-0.4	-0.1	2.8	13.8	-4.4	4.0
CCCN=C(C)c1c(-c2ccccc2)[nH]n(-c2nc3ccccc3s2)c1=O	4.0	0.8	-0.9	-1.9	0.0	-2.6	-4.5	8.2	1.3	-1.5
Cc1ccc(Cl)cc1NC(=O)CCC(=O)O	-5.3	-1.4	0.6	-0.8	-0.5	8.7	-0.6	-5.4	7.0	-5.5
C/C=C(\C)C(=O)Nc1cccc(C2=NOC3(C2)C[C@@H](C(N)=O)N(C(=O)c2cc([N+](=O)[O-])cc([N+](=O)[O-])c2C)C3)c1 (stereo partly drawn)	3.0	-1.0	0.0	-3.2	0.2	-1.2	-3.6	-6.1	3.3	0.9
Cc1nnc(SCc2nc(N)nc(Nc3ccccc3)n2)s1	-5.0	0.7	2.6	-1.1	0.7	-4.9	-2.2	-17.0	-2.2	0.4
Cc1c(C(=O)NCC2CCCO2)oc2c(Cl)cccc12 (stereo not drawn)	4.2	-0.4	-0.1	1.5	-0.3	7.4	-1.4	-2.4	0.9	-0.1
CCSc1nc(N)c(C#N)c(-c2ccco2)c1C#N	-0.3	0.4	2.5	-9.9	0.7	4.7	3.1	-2.6	8.7	1.1
O=S(=O)(Nc1cccc(-c2nc3cccnc3s2)c1)c1cccs1	-15.0	1.1	2.8	-8.4	-2.2	-1.5	8.8	-3.2	-3.9	4.8
Cc1cccc(C(=O)OCC(=O)N2CC(=O)Nc3ccccc32)c1C	8.4	4.4	3.8	-7.4	0.1	2.2	-1.7	-10.8	-2.1	2.6

Looked up one by one from the list above, 4 records:
SMILES	DDE Tn6 FP inh	LEDGF integ inh	UHRF1 binding	SIAE inh	KLK7 zymogen act	DDE Tn7 FP inh	MBD2 DNA inh	TDP2 inh	TCR CD3 inh	PRMT1 FP inh
Cc1nc2scc(C)n2c(=O)c1S(=O)(=O)Nc1ccc(N2CCOCC2)c(Cl)c1	2.5	3.6	-0.5	0.0	0.2	2.9	1.5	6.8	5.7	-2.5
Cc1sc2nc(SCC(=O)N3CC(C)OC(C)C3)n(C)c(=O)c2c1C (stereo not drawn)	-1.7	5.6	1.6	4.4	0.7	-6.2	2.5	-5.2	-5.2	3.4
CC(=O)c1cccc(NC(=O)C=C(C)C)c1	1.1	-4.9	3.9	-1.3	0.0	-2.2	2.0	4.0	-8.2	0.4
CCCCc1c(C)nc(Nc2ccc(OC)cc2)[nH]c1=O	3.0	-2.6	-2.1	-8.5	-0.6	-1.5	-0.7	-2.9	-8.1	0.9

The list continues.
SMILES	DDE Tn6 FP inh	LEDGF integ inh	UHRF1 binding	SIAE inh	KLK7 zymogen act	DDE Tn7 FP inh	MBD2 DNA inh	TDP2 inh	TCR CD3 inh	PRMT1 FP inh
COc1cc(CC(=O)NCc2ccccn2)cc(OC)c1OC	-8.4	0.6	-1.9	-1.2	-0.5	0.0	-1.9	5.8	7.1	-2.4
Cc1cc(=O)[nH]c(SCC(=O)Nc2cccc(Cl)c2F)n1	-0.2	3.9	2.4	-0.6	0.3	-9.4	-3.4	-3.1	.	-2.2
CCCOc1ccc(C(O)(CCN2CCCCC2)c2ccccc2OC)cc1 (stereo not drawn)	-3.6	2.0	-1.5	3.8	0.2	-3.8	1.6	0.2	10.3	1.1
COc1ccc(-c2cc3ccccc3oc2=O)cc1NC(=S)NC(=O)c1ccc2c(c1)OCCO2	-1.5	0.0	-1.8	-27.0	-0.6	0.1	-1.0	4.9	12.2	1.6
C=CCC(C#Cc1ccccc1)N(C)C (stereo not drawn)	-3.5	0.7	2.6	-1.5	0.2	-4.3	5.0	5.5	-2.8	2.0
COc1ccc(Cc2nnc(NC(=O)c3cccc(F)c3)s2)cc1OC	2.9	4.2	1.8	-1.6	-0.2	-4.6	3.8	-5.7	5.6	-3.8
CC1(c2ccc3c(c2)OCCCO3)NC(=O)N(CC(=O)NCCc2ccc(F)cc2)C1=O (stereo not drawn)	4.4	-0.2	7.8	-1.9	0.4	2.6	7.0	3.8	2.2	1.6
COc1cccc(CNC(=O)C2CCN(S(=O)(=O)c3ccc(F)cc3)CC2)c1	0.4	1.8	5.0	-2.7	-0.1	-2.8	0.1	-4.6	-3.4	0.1
COc1ccc(C(O)C(CN2CCOCC2)c2ccccc2)cc1 (stereo not drawn)	-1.6	-0.6	-2.9	2.7	-0.3	-4.1	-2.3	5.0	-1.2	-2.1
CCC(CC)C(=O)Nc1cccc(S(=O)(=O)c2cccc(NC(=O)C(CC)CC)c2)c1	4.8	3.1	0.9	3.9	-0.1	1.1	1.5	-1.6	3.1	0.0

From PubChem
